Nrf2 inh – inhibitors of Nrf2 signaling | actives 2.1% (n = 360,000) | A549 ARE-Fluc reporter, luciferase luminescence, 18-24 h | Potency, µM (doses to about 46 µM), for inactives: at the top dose activity change, negative = inhibition, usual class: inhibitors; note: potency is the fitted concentration of half-maximal effect; % is set by controls: 0 for no effect and ±100 for the full control effect; nearly all actives have a fitted effect of over 60% in size
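Cells were seeded and rested 2 h, then exposed to compounds for 18-24 h. CellTiter-Fluor was read first as a viability measure. BugLite was added 15 min before the final luminescent read of ARE-luciferase activity in A549 cells.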
ATXN viability – reduces viability in counter-screen for ATXN expression inhibitors; S2 cells (HEK-293 line with an ATXN2-luciferase reporter) viability, CellTiter-Fluor protease fluorescence, 24 h; Potency, µM (titrated, usually from 56.7 µM), most hits filed as cytotoxic; actives 0.49% (n = 400,000); AID 651635; note: potency is the fitted concentration of half-maximal effect; nearly all actives have a fitted effect of over 40% in size
Nrf2 ARE act – activators of Nrf2 (ARE) signaling | actives 0.31% (n = 410,000) | AID 624171 | Potency, µM (doses to about 46.1 µM), for the others: at the highest dose activation, hits mostly activators | AREc32 ARE-luciferase reporter (MCF7-derived line), luminescence, 24 h; note: potency is the fitted concentration of half-maximal effect; % of control where 0% means no effect; nearly all actives have a fitted effect of over 65% in size
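Quantitative high-throughput format: AREc32 reporter cells, 1000 per well, received compound by pin transfer and were incubated 24 hr at 37 deg C, 5% CO2, before Steady-Glo luminescence detection.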
HepG2 tox – counter-screen for TGF-b inhibitors: cytotoxicity in HepG2 cells. HepG2 CAGA-GFP viability, ATP luminescence, 18 h. Potency, µM (top dose mostly 46.1 µM), for inactives: at the highest dose activity change, negative = cytotoxicity, hits mostly cytotoxic. actives 0.76% (n = 410,000). AID 588856; note: potency is the fitted concentration of half-maximal effect; some results filed as inactive show a strong effect at the top dose
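CellTiter-Glo luminescence gave cytotoxicity after 18 hours at 37 degrees C. The cells were HepG2 CAGA-GFP in 1% FBS DMEM, stimulated with 500 pg/mL TGF-beta after compound addition. %Activity was normalised to no-cell wells (complete cell-killing) and DMSO (no toxicity), and curves were fitted and classified.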
IL2 activator – activators of IL-2; activation, % (series mostly up to about 46 µM); actives 0.065% (n = 360,000); IL-2 activation reporter assay, cell-based qHTS; stimulated with anti-CD3/CD4/CD28 beads; in transgenic mouse T cells; in the data active = activation above about 50%; inconclusive = mostly about 30% to 49%; note: 0% is about no effect
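Unstimulated transgenic mouse T cells; 60-min compound exposure; bead-based TCR/CD4/CD28 stimulation; 18 h culture, 37 degrees C; dual fluorescence (EGFP, DsRed) plate cytometry.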
ATXN2 expr inh – inhibitors of ATXN2 expression; HEK-293 ATXN2-luciferase reporter, luminescence, 24 h; actives 0.72% (n = 360,000); Potency, µM (titrated, usually from 57 µM), inactives show at the highest dose activity change, negative = inhibition, usual class: inhibitors; note: potency is the fitted concentration of half-maximal effect; % is set by controls: 0 for no effect and ±100 for the full control effect; nearly all actives have a fitted effect of over 55% in size
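ATXN2-luciferase reporter cells (luciferase flanked by upstream and downstream ATXN2 gene portions) were treated 24 h at 37 °C with compounds at up to 57 uM. SteadyGlo luminescence gave expression; GF-AFC fluorescence gave viability.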
TGFb SMAD3 inh – inhibitors of TGF-b signaling. Potency, µM (series often up to 46.1 µM), without a hit: top-dose activity, negative = inhibition, actives largely listed as inhibitors. actives 1.2% (n = 410,000). HepG2 CAGA-GFP TGF-b/SMAD3 reporter, GFP fluorescence, 18 h; TGF-beta stimulated, 500 pg/mL final; note: potency is the fitted concentration of half-maximal effect; % is set by controls: 0 for no effect and ±100 for the full control effect; nearly all actives have a fitted effect of over 65% in size
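Smad-responsive CAGA-GFP expression was quantified in HEPG2 cells exposed to compounds and 500 pg/mL final TGF-beta for 18 h at 37 degrees C; unstimulated wells defined full inhibition.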
EPAC2 ag – EPAC2 (human) agonism | Q8WZA2 | EPAC2 activation, biochemical qHTS; response scale: 100% = 6.5 mM cAMP response | Potency, µM (doses to about 154 µM), for inactives: at the highest dose activation, usual class: activators | actives 0.079% (n = 360,000) | AID 720711; note: potency is the fitted concentration of half-maximal effect; nearly all actives have a fitted effect of over 50% in size
Target sequence (Q8WZA2 whole entry, looked up): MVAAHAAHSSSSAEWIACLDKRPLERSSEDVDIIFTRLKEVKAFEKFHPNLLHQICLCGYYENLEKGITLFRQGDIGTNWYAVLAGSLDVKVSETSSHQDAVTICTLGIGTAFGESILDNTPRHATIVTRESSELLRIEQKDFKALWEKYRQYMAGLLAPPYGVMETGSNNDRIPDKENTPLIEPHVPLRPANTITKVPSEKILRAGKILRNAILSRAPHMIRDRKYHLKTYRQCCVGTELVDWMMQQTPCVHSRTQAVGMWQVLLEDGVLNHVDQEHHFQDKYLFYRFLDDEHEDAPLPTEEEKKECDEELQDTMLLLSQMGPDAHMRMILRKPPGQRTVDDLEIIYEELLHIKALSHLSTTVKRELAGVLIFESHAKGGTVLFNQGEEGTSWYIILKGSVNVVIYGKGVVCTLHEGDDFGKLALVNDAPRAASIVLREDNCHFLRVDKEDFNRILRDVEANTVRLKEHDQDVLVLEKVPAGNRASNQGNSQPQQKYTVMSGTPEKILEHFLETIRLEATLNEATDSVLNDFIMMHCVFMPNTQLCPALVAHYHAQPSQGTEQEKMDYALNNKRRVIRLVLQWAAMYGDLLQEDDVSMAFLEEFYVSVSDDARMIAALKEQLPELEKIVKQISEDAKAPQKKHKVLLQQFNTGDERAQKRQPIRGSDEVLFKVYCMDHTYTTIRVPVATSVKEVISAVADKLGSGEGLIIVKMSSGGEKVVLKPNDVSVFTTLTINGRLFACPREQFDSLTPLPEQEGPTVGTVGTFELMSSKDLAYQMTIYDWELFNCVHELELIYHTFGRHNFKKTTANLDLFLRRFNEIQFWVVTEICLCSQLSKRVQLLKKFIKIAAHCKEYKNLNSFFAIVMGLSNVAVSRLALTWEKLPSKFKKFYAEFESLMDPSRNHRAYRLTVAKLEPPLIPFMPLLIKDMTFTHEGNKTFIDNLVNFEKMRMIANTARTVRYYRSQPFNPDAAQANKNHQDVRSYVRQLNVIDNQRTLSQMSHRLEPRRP
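Fluorescence exchange assay: 100 nM EPAC2 with 250 nM RAP1B-BODIPY-GDP and 50 uM GDP; compounds tested as a concentration-titration series (qHTS). Loss of Rap1-bound BODIPY-GDP fluorescence read at 480/540 nm; data normalized to 6.5 mM cAMP.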
A549 viability – A549 cytotoxicity, counter-screen for Nrf2 inhibitors. A549 ARE-Fluc cells, CellTiter-Fluor viability, 18-24 h. Potency, µM (titrated, usually from 46 µM), for the others: at the top dose activity change, negative = cytotoxicity, most hits filed as inhibitors. actives 0.16% (n = 390,000). AID 504648; note: potency is the fitted concentration of half-maximal effect; % is set by controls: 0 for no effect and ±100 for the full control effect
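A549 ARE-Fluc cells in 5% FBS OPTI-MEM, 5000 cells/well, rested 2 h then exposed to compounds in concentration-response for 18-24 h at 37 °C. Viability by CellTiter-Fluor fluorescence (Ex 405/Em 525) after 30 min; luciferase luminescence (BugLite, 15 min, RT) read afterwards.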
* marks the source's active call; other numbers are inactive results; i = inactive; ? = inconclusive; · = not tested or not shown; & = joins results of further samples; [ ] = dose if it differs, or a comment. Unless noted, calls come from the whole dose curve; as a rule, active = well fitted curve in the direction sought with a large enough effect; inconclusive = small, poorly fitted or top-dose-only effect, or another doubt; inactive = no such curve, though single readings can be large; an effect the other way counts as inactive or inconclusive.

entry | compound | Nrf2 inh | ATXN viability | Nrf2 ARE act | HepG2 tox | IL2 activator | ATXN2 expr inh | TGFb SMAD3 inh | EPAC2 ag | A549 viability
1 | CCN(CC)S(=O)(=O)c1cc(NC(=O)Cc2n[nH]c(=O)c3ccccc23)ccc1C | 26µM* | i | -0.2% | 4% | -1.5 | -19% | -12% | -7% | -12%
2 | Cc1ccc(-c2nc(N)n(C(=O)c3ccco3)n2)cc1 | 1% | i | 0.3% | 15% | -0.5 | -11% | 10% | 4% | -1%
3 | CC(O)C(NS(=O)(=O)c1ccc(Cl)cc1)C(=O)OCC(=O)N1CCN(c2ccccc2)CC1 (configuration not stated) | 3% | i | 0.2% | 2% | 0.8 | 5% | 15% | 4% | 3%
4 | Cc1cc(C)c2c(N)c(C(=O)N/N=C/c3cccs3)sc2n1 | ? | · | 2.7% | -53% | 29 | 45%[activator] | ? | 5% | -1%
5 | O=c1c2ccccc2ncn1-c1ccc(Cl)cc1 | ? | ? | 5.4%&6.6% | -2%&-3% | 1.6&-0.6 | 23% | ? | 4%&7% | 0%&0%
6 | Cn1cnc(S(=O)(=O)N2CCC(C(=O)NCc3ccccc3Cl)CC2)c1 | · | · | 0.6% | -7% | · | · | -1% | · | 8%
7 | O=c1n(Cc2ccccc2)c(O)c2n1Cc1ccccc1N=C2c1ccc(C(F)(F)F)cc1 | · | ? | 4.9% | -4% | 0.9 | -1% | 5% | 1% | ·
8 | CCCCCOC(=O)C1=C(C)NC(=O)NC1c1ccc2c(c1)OCO2 (configuration not stated) | ? | i | 0.0% | -27% | -0.7 | -26% | -17% | 5% | -2%
9 | CC(C)(C)NC(=O)/C(=C\c1ccccc1F)NC(=O)c1ccc([N+](=O)[O-])cc1 | 11% | i | 0.1% | -14% | -1.8 | -13% | 2% | 5% | -2%
10 | COCCn1cc(C(=O)N2CCN(C)CC2)c2c3ccccc3n(C)c2c1=O | 7% | i | -0.1% | 6% | -1.4 | -2% | -23% | 7% | 0%[1.84 µM]
11 | Cc1cc(-c2cn3ccccc3n2)c(C)n1-c1ccccc1 | ? | i | 5.4% | -10% | -0.3 | -6% | ? | 16% | -7%
12 | CC(C)c1ccc(-c2c(C#N)c(N)nc3c2CCCCC3)cc1 | -14% | i | 0.3% | -51% | -0.1 | -19% | ? | -5% | -17%
13 | CC1(C)CC(=O)C2=C(C1)OC(N)=C(C#N)C21C(=O)N2CCCc3cccc1c32 (configuration not stated) | 3% | i | -0.8% | -12% | -1.8 | -2% | -2% | 9% | -3%
14 | O=S(=O)(c1ccc(F)cc1)N1CCN(CC(O)COCc2cccs2)CC1 (configuration not stated) | 3% | i | -0.5% | -6% | 0.6 | -3% | 3% | 1% | 1%
15 | O=C(NC(=S)Nc1ccc2c(c1)OCCO2)c1ccc(F)cc1Cl | 4% | i | 0.2% | -12% | 3.4 | 31%[activator] | -12% | 18% | -1%
16 | CC(NC(=O)COC(=O)c1ccco1)C12CC3CC(CC(C3)C1)C2 (configuration not stated) | -8% | · | · | -19% | · | · | -2% | · | 0%
17 | O=C(N/N=C/c1cccnc1)C12CC3CC(CC(C3)C1)C2 | -1% | i | 2.3% | -22% | -1.6 | -2% | 2% | 7% | 1%
18 | NC(=O)NC(CC(=O)NCc1ccc2c(c1)OCO2)c1ccccc1Cl (configuration not stated) | ? | i | -0.1% | 0% | -0.4 | 1% | -1% | 1% | -4%
19 | Cc1ccc(NC(=O)CSc2nc(CSc3ccc(C)cc3)cc(=O)[nH]2)cc1 | 17% | i | 0.0% | 4% | 0.7 | -11% | -2% | -3% | 4%
20 | Cc1ccc(NC(=S)NC(=O)c2ccccc2)cc1NC(=S)NC(=O)c1ccccc1 | ? | ? | -1.1% | 2% | -2.0 | · | 8% | -1% | -13%
21 | COc1ccc(OCC(=O)Nc2nnc(-c3ccco3)s2)cc1 | 7% | i | 20% | -8% | -2.5 | 9% | 0% | 7% | -5%
22 | COc1ccc(C(=O)NNC(=O)CSc2ccccc2)cc1 | 2% | i | 2.4% | 3% | -3.3 | 23% | 7% | 0% | 0%
23 | Cc1cc(Br)cc2c(C(=O)NCC3CCCO3)cc(-c3cccs3)nc12 (configuration not stated) | 8% | ? | 18% | -14% | 1.2 | 8% | 0% | -6% | -3%
24 | Cc1ccc(CSc2nc3ncccc3[nH]2)cc1 | ? | i | -0.6% | -2% | -0.8 | 1% | 9% | 29%[15.6 µM] | -7%
25 | O=C(CCn1c(=O)oc2ccc(Cl)cc21)NCCCN1CCOCC1 | 5% | i | -0.4% | 12% | -2.4 | -1% | 18% | 3% | 10%
26 | Cc1ccc(C)c(NC(=O)Cn2nnc(C(=O)NCc3ccccc3Cl)c2N)c1 | · | i | -0.3% | -15% | · | -16% | 2% | · | -3%
27 | CN(C)S(=O)(=O)c1ccc(C(=O)NN2C(=O)NC3(CCCCC3)C2=O)cc1 | 7% | i | 0.0% | 9% | -2.1 | 5% | ? | -2% | -8%
28 | CC(C)CN(CC(C)C)C(=S)NC1CCCCC1 | -23% | i | 0.3% | -76% | -0.4 | -5% | 5% | -4% | -21%
29 | C=C[C@]1(C)C[C@@H](OC(=O)CSCCN(CC)CC)[C@]2(C)C(C)CC[C@]3(CCC(=O)[C@H]32)[C@@H](C)[C@@H]1O (some centres not stated) | 2%&8% | ? | 5.5%&3.7% | -32%&-4% | 0.8&2.4 | -6%&-12% | 2%&-1% | 2%&6% | -7%&-3%
30 | C=CCN(C(=O)c1ccc2c(c1)nnn2C)c1ccccc1 | -21% | i | 0.0% | -10% | 0.1 | -1% | -3% | 3% | 0%
31 | Cc1ccc2[nH]c(=O)c3cc(C(=O)NCc4cccc(Cl)c4)sc3c2c1 | ? | i | -0.9% | 7% | · | 10% | 22% | · | -8%
32 | COc1cc(CNn2c(C)n[nH]c2=S)cc(Cl)c1OCc1ccccc1 | -27% | i | 0.1% | -8% | -2.9 | -22% | -6% | 19% | -6%
33 | CNC(=S)N1CCC(NC(=O)C(Cc2ccccc2)NC(C)=O)CC1 (configuration not stated) | 12% | i | -0.8% | -9% | -1.1 | 6%[11.3 µM] | -5% | 2% | -4%
34 | COc1ccccc1-c1nnc(SCC(=O)c2ccc(Cl)cc2)n1-c1ccccc1 | ? | ? | 3.9% | -39% | · | ? | ? | · | -19%
35 | C#CCn1c(=NC(=O)CN2C(=O)CCC2=O)sc2cccc(C)c21 | -8% | i | 0.2% | -2% | -1.8 | -8% | -9% | 7% | 0%
36 | O=C(CC(=O)NCc1ccccc1)NCc1ccccc1 | -3% | i | 0.1% | -25% | -3.8 | 9% | 3% | 3% | 2%
37 | Cc1cc(C)cc(-n2nnc(C(=O)NCc3ccc4c(c3)OCO4)c2N)c1 | ? | ? | 0.0% | -28% | 3.8 | -14% | 0% | 9% | 2%
38 | CCc1nc2ccc(C(=O)N(CC)CC(=O)Nc3c(F)cccc3F)cc2nc1CC | -19% | i | -0.4% | -9% | 0.4 | 6% | 1% | 3% | 7%
39 | O=C(NC(=S)Nc1cccc(Cl)c1N1CCCCC1)c1ccco1 | ? | i | 11% | -35% | -0.4 | -15% | ? | 19% | -14%
40 | N/C(=N\OC(=O)c1ccco1)c1ccc(Br)cc1 | ? | i | ? | 6% | -0.4 | 33%[activator] | -12% | 9% | 2%
41 | CCOC(=O)C1CCN(S(=O)(=O)c2ccc(CNC(=O)c3ccccc3)s2)CC1 | 0% | i | -0.5% | -5% | -5.2 | -6% | -10% | 15% | 5%
42 | O=C(C1=C(O)C(=O)N(CC2CCCO2)C1c1ccc(Cl)cc1)c1ccco1 (configuration not stated) | -1% | i | -0.8% | -28% | 0.1 | -8% | 2% | -4% | 0%
43 | O=C(Nc1ccccc1)NC1CC2CCC(C1)N2Cc1nnnn1Cc1ccc2c(c1)OCO2 (configuration not stated) | 6% | i | -0.2% | -19% | -3.2 | -22% | -10% | 13% | 1%
44 | COC(=O)c1c(NC(=O)CCCOc2ccc(C)cc2)sc2c1CCCC2 | 0% | i | -0.2% | -4% | · | 7% | ? | · | -1%
45 | O=C(NC(CO)(CO)CO)c1coc(=O)c(Br)c1 | ? | i | ? | -2% | -2.4 | -9% | -3% | 4% | -3%
46 | CN(C)S(=O)(=O)c1cccc(C(=O)NCCCn2ccnc2)c1 | 0% | i | -0.4% | 0% | 0.9 | -16% | 2% | 7% | 1%
47 | COC(=O)c1ccccc1NC(=O)CSc1nc(N)cc(N)n1 | -18% | i | -0.1% | 1% | -1.5 | 5% | 12% | 12% | 7%
48 | O=C(Oc1cccc(C(=S)N2CCOCC2)c1)c1cccc([N+](=O)[O-])c1 | 6% | i | 0.1% | -5% | -2.0 | -14% | 0% | 11% | 0%
49 | N#Cc1ccccc1CSc1nnc2ccc3ccccc3n12 | 7% | i | ? | -1% | · | 10% | -3% | · | 0%
50 | COc1ccc(-n2c(COc3cccc4cccnc34)nnc2SCC(=O)O)cc1 | -6% | i | -1.3% | -1% | 0.8 | -12%[11.3 µM] | -3% | 6% | 1%

Full records, quoted from the list.
Shown for COc1ccc(-n2c(COc3cccc4cccnc34)nnc2SCC(=O)O)cc1 = Nrf2 inh = -6%; ATXN viability = i; Nrf2 ARE act = -1.3%; HepG2 tox = -1%; IL2 activator = 0.8; ATXN2 expr inh = -12%[11.3 µM]; TGFb SMAD3 inh = -3%; EPAC2 ag = 6%; A549 viability = 1%
Shown for O=C(Oc1cccc(C(=S)N2CCOCC2)c1)c1cccc([N+](=O)[O-])c1 = Nrf2 inh = 6%; ATXN viability = i; Nrf2 ARE act = 0.1%; HepG2 tox = -5%; IL2 activator = -2.0; ATXN2 expr inh = -14%; TGFb SMAD3 inh = 0%; EPAC2 ag = 11%; A549 viability = 0%
